Assay outcomes deposited in PubChem by several laboratories.
TRPC6 activator = activates the mouse TRPC6 cation channel; HEK293-TRPC6 membrane potential dye fluorescence; stronger effect = higher value; B-score at 10 µM; actives 0.13% (n = 310,000); AID 2550;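 active means B-score of the integrated fluorescence ratio above library mean plus 3 SD, and starting fluorescence ratio within library mean plus 5 SD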;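 further: higher score means more depolarization so channel activation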
TRPC6 inh = mouse TRPC6 channel inhibition | Q61143 | HEK293-TRPC6, membrane potential dye, ACh-evoked depolarization; stronger effect = lower value | B-score at 10 µM | actives 1.1% (n = 310,000) | AID 2553;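 active means B-score under library mean minus 3 SD, initial fluorescence not abnormally high, positive integrated signal ratio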;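 further: B-score derived from integrated fluorescence ratio over the kinetic read; more negative B-score means stronger inhibition of depolarization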
MrgX1 antag = blocks BAM8-22 activation of human MrgX1 receptor; MRGX1-HEK293 calcium flux, Fluo-4, BAM8-22 antagonism; stronger effect = lower value; B-score at 10 µM; Q96LB2; AID 588676; actives 1.3% (n = 310,000);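 active means calcium-response B-score plate-corrected more than 3 library SD below zero, starting fluorescence within 5 deviations, no agonist response on first addition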;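 further: peak minus trough fluorescence over baseline after final BAM8-22 challenge near maximal dose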
SKKanGAS inh = SKKanGAS growth inhibition. S. pyogenes SKKanGAS, kanamycin growth, BacTiter-Glo, 6 h. inhibition, % at 7.5 µM. actives 1.3% (n = 300,000);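 active means mean replicate score, as percent of positive control median, at least 50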;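 further: strain carries kanamycin resistance gene driven by streptokinase promoter and grows in 40 µg/ml kanamycin; loss of luminescence reflects streptokinase promoter inhibition or plain growth inhibition; 0% = median of DMSO wells and 100% = positive control at its reference dose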
TRPC4 potent = allosterically enhances the mouse TRPC4 cation channel. Q9QUQ5. HEK293 TRPC4beta/mu-opioid, DAMGO EC20, Fluo-4 Ca2+ flux; stronger effect = higher value. B-score at 10 µM. actives 0.42% (n = 310,000);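 active means B-score of calcium response area above 5 SD of library B-scores, with initial fluorescence ratio within 5 SD of library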;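 further: B-score of integrated fluorescence ratio over time as area under calcium response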
TRPC4 agonist = opens the mouse TRPC4 cation channel | HEK293 TRPC4beta/mu-opioid, Fluo4 calcium fluorescence; stronger effect = higher value | B-score at 10 µM | actives 0.49% (n = 310,000);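 active means B-score above 5 SD of library B-scores, and initial fluorescence ratio not above library mean plus 5 SD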;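 further: positive B-score marks a calcium rise read as TRPC4 activation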
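Assay system: HEK293 stable line with TRPC4beta plus mu-opioid receptor; schedule: 45 min room-temperature Fluo4 loading, 110 s read; technique: kinetic Fluo4 calcium fluorescence; evaluation: integrated baseline-normalised fluorescence ratio, converted to per-well B score; controls: buffer (low) and maximal DAMGO (high)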
MrgX1 allo act = allosterically activates human MrgX1 receptor signaling; Q96LB2; MrgX1-HEK293, Fluo-4 calcium flux, FDSS; stronger effect = higher value; B-score at 10 µM; actives 0.63% (n = 310,000); AID 588675;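 active means plate-corrected calcium response at least 3 library SD above typical, normal starting fluorescence, not activating the receptor alone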;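 further: compound read alongside a low EC10 to EC30 dose of BAM8-22 agonist; peak minus trough fluorescence over baseline measured at the second addition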
TRPC4 block = inhibitors of mouse TRPC4 channel; HEK293 TRPC4beta/mu-opioid, DAMGO-evoked Fluo4 calcium flux; stronger effect = lower value; B-score at 10 µM; actives 0.39% (n = 300,000);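 active means B-score over 3 SD under the library average, no early fluorescence shift, positive overall ratio signal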
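test system = HEK293 cells with stable TRPC4beta plus mu-opioid receptor expression | detection = Fluo4 Ca2+ flux fluorescence | read-out = integrated fluorescence ratio relative to baseline, converted to per-well B score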
ANO1 activ = mouse TMEM16A channel activation, primary screen; Q8BHY3; HEK293 TMEM16A/YFP-H148Q/I152L, iodide quench fluorescence; stronger effect = lower value; B-score at 10 µM; actives 0.3% (n = 340,000); AID 623877;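 active means fluorescence-ratio B-score plate-corrected deviation score at least 3 library SD below zero, with starting fluorescence score within 5 deviations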;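 further: channel opened by trigger with iodide after compound preincubation; score built on the fluorescence ratio of max minus min over baseline; more negative score means more quench and so TMEM16A activation or potentiation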
Target sequence (Q8BHY3 whole entry, looked up): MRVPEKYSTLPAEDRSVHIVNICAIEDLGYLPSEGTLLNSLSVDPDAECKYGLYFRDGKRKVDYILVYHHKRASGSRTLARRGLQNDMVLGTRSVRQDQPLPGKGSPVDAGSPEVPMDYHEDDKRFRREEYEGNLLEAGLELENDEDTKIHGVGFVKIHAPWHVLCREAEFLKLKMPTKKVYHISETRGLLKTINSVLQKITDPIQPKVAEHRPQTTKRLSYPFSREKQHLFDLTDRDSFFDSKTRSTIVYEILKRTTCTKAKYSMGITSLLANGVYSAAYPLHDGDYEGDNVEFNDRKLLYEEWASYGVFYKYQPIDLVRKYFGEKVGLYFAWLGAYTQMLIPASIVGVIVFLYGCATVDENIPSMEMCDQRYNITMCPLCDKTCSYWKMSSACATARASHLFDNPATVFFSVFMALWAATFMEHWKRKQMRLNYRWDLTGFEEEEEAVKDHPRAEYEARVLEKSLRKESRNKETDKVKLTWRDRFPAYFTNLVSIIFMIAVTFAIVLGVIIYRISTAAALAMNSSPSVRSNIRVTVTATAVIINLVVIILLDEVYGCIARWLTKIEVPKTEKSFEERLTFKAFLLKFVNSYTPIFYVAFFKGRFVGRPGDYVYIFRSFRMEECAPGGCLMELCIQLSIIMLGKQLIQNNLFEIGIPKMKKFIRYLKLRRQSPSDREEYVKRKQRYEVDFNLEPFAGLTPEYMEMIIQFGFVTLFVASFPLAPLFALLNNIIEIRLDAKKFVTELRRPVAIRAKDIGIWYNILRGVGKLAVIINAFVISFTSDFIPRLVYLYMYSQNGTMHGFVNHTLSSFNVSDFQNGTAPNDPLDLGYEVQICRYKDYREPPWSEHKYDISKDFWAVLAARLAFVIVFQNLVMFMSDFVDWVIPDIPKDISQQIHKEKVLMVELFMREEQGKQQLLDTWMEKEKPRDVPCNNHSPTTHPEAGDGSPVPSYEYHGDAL
MrgX1 ag = agonists of human MrgX1 receptor | MrgX1-HEK293 cells, Fluo-4 calcium fluorescence, agonist mode; stronger effect = higher value | B-score at 10 µM | actives 0.44% (n = 310,000) | AID 588627;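 active means calcium response B-score plate-corrected fluorescence ratio at least 3 library SD, with starting fluorescence B-score inside 5 SD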
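Material: MrgX1-expressing HEK293 cells / Dosing: compound as first of three additions / Incubation: overnight seeding, then 1 h dark dye loading / Signal: Fluo-4 NW calcium fluorescence / Evaluation: B-scored fluorescence response ratio / Benchmarks: positive and negative control wells on each plate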
TMEM16A inh = inhibitors of mouse TMEM16A calcium-activated chloride channel. Q8BHY3. HEK293 TMEM16A/YFP iodide influx fluorescence, ionomycin. normalized B-score (activity score, 25-100; higher = stronger inhibition) at 10 µM. actives 1.2% (n = 310,000). AID 588511;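 active means ratio plate-corrected score three or more library SD toward inhibition, starting fluorescence score within five deviations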;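 further: score derived from kinetic fluorescence span divided by baseline fluorescence per well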
* = called active by the depositor; i = inactive; nt = not tested or not shown.

SMILES	TRPC6 activator	TRPC6 inh	MrgX1 antag	SKKanGAS inh	TRPC4 potent	TRPC4 agonist	MrgX1 allo act	TRPC4 block	ANO1 activ	MrgX1 ag	TMEM16A inh
Cc1cc(NC(=O)CCC(=O)N(Cc2ccco2)C(C(=O)NC2CCCCC2)c2cccs2)no1 (configuration not stated)	i	i	i	-2	i	i	i	i	i	i	i
Cc1ccc([N+](=O)[O-])cc1NC(=O)CSc1nncn1-c1ccccn1	i	i	i	-2	i	i	i	i	i	i	i
OCCC1CN(Cc2cccn2-c2nccs2)CCN1Cc1ccc(F)c(F)c1 (configuration not stated)	i	i	i	-14	i	i	i	i	i	i	i
Cc1ccc(S(=O)(=O)NCc2csc(C)n2)c(C)c1	i	i	i	-4	i	i	i	nt	i	i	i
CC(=O)Nc1ccc(NC(=S)NC(=O)/C=C/c2ccccc2)cc1	i	i	i	-6	i	i	i	i	i	i	i
CN(C)CCCN(C(=O)CCSc1ccccc1)c1nc2cc3c(cc2s1)OCO3	i	i	i	-6	i	i	i	i	i	i	i
Cc1ccc(C)c(NC(=O)Cn2nnc(C(=O)NCc3cccs3)c2N)c1	i	i	i	0	i	i	i	i	i	i	i
O=C(CN1CCN(Cc2ccccc2Cl)C1=O)NCc1cccnc1	i	i	i	1	i	i	i	i	i	i	i
O=c1oc2ccccc2c(O)c1/C=N/c1ccccn1	i	i	i	13	i	i	i	i	i	i	i
COC(=O)c1sc(SC)c(S(=O)(=O)C(C)C)c1N	i	i	i	-2	i	i	i	i	i	i	i
Cc1c(/C=N/N=C2\CCC3C4CCc5cc(O)ccc5C4CCC23C)cnn1C (configuration not stated)	i	i	i	14	i	i	i	i	i	i	i
Cc1csc(NC(=O)C2CSC3(C)CCC(=O)N23)n1 (configuration not stated)	i	i	i	2	i	i	i	i	i	i	i
CC1CCN(S(=O)(=O)c2ccc(NC(=S)NC(=O)c3ccc(Cl)cc3)cc2)CC1	i	i	i	-3	i	i	i	i	i	i	i
COc1ccc(C2(c3ccc(OC(C)=O)cc3OC(C)=O)CC(c3ccccc3)NC(=S)N2)cc1 (configuration not stated)	i	i	i	-6	i	i	i	i	i	i	i
COc1cc(C2OC(c3cc(OC)c(OC)c(OC)c3)C(C)C2C)cc(OC)c1OC (configuration not stated)	i	i	i	-5	i	i	i	i	i	i	i
Cc1cc(C)c2ccc(NN)nc2c1O	i	i	i	68*	i	i	i	i	i	i	i
CCOc1ccc2c(c1)s/c(=N\S(=O)(=O)c1ccc(OC)cc1)n2C(F)F	i	i	i	2	i	i	i	i	i	i	25*
CCOC(=O)Cn1c(=NC(=O)CN2C(=O)CCC2=O)sc2cc(S(N)(=O)=O)ccc21	i	i	i	-3	i	i	i	i	i	i	i
Cc1ccc(-c2nc(N/N=C/c3cccc([N+](=O)[O-])c3)c3ccccc3n2)cc1	i	i	i	3	i	i	i	i	i	i	i
O=C(NC1CCCCC1)C(c1ccc(F)cc1)N(CCc1ccccc1)C(=O)CN1C(=O)c2ccccc2S1(=O)=O (configuration not stated)	i	i	-8.9*	-2	i	i	i	i	i	i	i
O=C(Nc1sc2c(c1C(=O)c1ccccc1)CCCC2)c1cccnc1	i	i	i	-8	i	i	i	i	i	i	i
O=C(NC1CCCCC1)Nn1c(-c2ccccc2)nc2ccccc2c1=O	i	i	i	-4	i	i	i	i	i	i	i
COC(=O)c1oc2ccc(Br)cc2c1-n1cccc1	i	i	i	2	i	i	i	i	i	i	i
COc1ccc(OC)c(C2Nc3c(Cl)ccc(C(=O)O)c3C3C=CCC32)c1 (configuration not stated)	i	i	i	-22	i	i	i	i	i	i	i
O=C(O)C1CCN(S(=O)(=O)c2ccc(N3CCOCC3)c([N+](=O)[O-])c2)CC1	i	i	i	-4	i	i	i	i	i	i	i
CCOC(=O)C1CCN(C(=O)COc2ccc(S(=O)(=O)N3CCOCC3)cc2)CC1	i	i	i	0	i	i	i	i	i	i	i
N#CCSc1nnc(COc2cccc3ccccc23)n1-c1ccccc1	i	i	i	nt	i	i	i	i	i	i	25*
OCCC1CN(Cc2ccc(Oc3ncccn3)cc2)CCN1C1CCCC1 (configuration not stated)	i	i	i	-1	i	i	i	i	i	i	i
Cc1c(NC(=O)c2c(F)cccc2F)c(=O)n(-c2ccccc2)n1C	i	i	i	-2	i	i	i	i	i	i	i
CNC(=S)N/N=C/c1ccc(-c2cccc(C(=O)O)c2)o1	i	i	i	11	i	i	i	i	i	i	i
OC(COc1ccccc1)CN(Cc1ccccc1)CC(O)COc1ccccc1 (configuration not stated)	nt	nt	i	nt	nt	nt	i	nt	i	i	i
CCN(CC)C(=O)Cn1nnc(-c2ccc(S(C)(=O)=O)cc2)n1	i	i	i	4	i	i	i	i	i	i	i
COc1ccc(C(=O)NN(C)c2nc(-c3ccccc3)cc(C)c2S(C)(=O)=O)cc1	i	i	i	7	i	i	i	i	i	i	i
COC(=O)CN1C(=O)N/C(=C/c2ccc(C)o2)C1=O	i	i	i	8	i	i	i	i	i	i	i
O=C(CCCCCC(=O)N(CCO)CCO)N(CCO)CCO	i	i	i	-4	i	i	i	i	i	i	i
OCCCc1nc2n(n1)C(c1ccccc1Cl)C=C(c1cccs1)N2 (configuration not stated)	i	i	i	9	i	i	i	i	i	i	i
O/N=C1\CC2(Cc3nonc31)OCCO2	i	i	i	-5	i	i	i	i	i	i	i
CCOc1ccc(CN2CCNC(=O)C2CC(=O)NCCC2=CCCCC2)cc1 (configuration not stated)	i	i	i	2	i	i	i	i	i	i	i
O=C(CNC(=O)c1ccccc1)OCCOc1cccc(Cl)c1	i	i	i	-15	i	i	i	i	i	i	i
O=S(=O)(c1ccc(F)cc1)N1CCCN(Cc2c(F)cccc2F)CC1	i	i	i	1	i	i	i	i	i	i	i
CCN(Cc1cc(=O)n2ccsc2n1)c1cccc2ccccc12	i	i	i	7	i	i	i	i	i	i	i
O=C(Cc1ccccc1)c1nnc(-c2ccccc2)o1	i	i	i	1	i	i	i	i	i	i	i
CCCCOC(=O)Nc1ccc2c(C)cc(=O)oc2c1	i	i	i	-14	i	i	i	i	i	i	i
Nc1ccn(C2CC(O)C(CO)O2)c(=O)n1 (configuration not stated)	i	i	i	-2	i	i	i	i	i	i	i
Cn1c(O)c(C2=c3ccccc3=NC2=O)sc1=Nc1ccc(Cl)cc1	i	i	i	-2	i	i	i	i	i	i	i
COc1ccc(Cl)cc1NC(=O)CN(C)C(=O)c1ccc(N2CCCCCC2)c([N+](=O)[O-])c1	i	i	-6.6*	36	i	i	i	i	i	i	i
Cc1ccc(OCCOCCOc2cccc3cccnc23)c(Br)c1	i	i	i	-17	i	i	i	i	i	i	i
C=CCc1cc(/C=C2/NC(=S)NC2=O)cc(OC)c1O	i	i	i	5	i	i	i	i	i	i	i
Cc1nn(Cc2ccccc2)c(C)c1NC(=O)c1cc(-c2ccc3c(c2)OCO3)on1	i	i	i	4	i	i	i	i	i	i	i
Cc1ccc(CNC(=S)NCc2ccncc2)cc1	i	i	i	6	i	i	i	i	i	i	i

Later entries:
SMILES	TRPC6 activator	TRPC6 inh	MrgX1 antag	SKKanGAS inh	TRPC4 potent	TRPC4 agonist	MrgX1 allo act	TRPC4 block	ANO1 activ	MrgX1 ag	TMEM16A inh
O=C(CSc1ccccn1)Nc1ccc2c(c1)C(=O)c1ccccc1C2=O	i	i	i	2	i	i	i	i	i	i	i
Cc1nc(CS(=O)(=O)c2ccc(Cl)cc2)cc(Sc2ccccc2Cl)n1	i	i	i	-3	i	i	i	i	i	i	i
CC1=C(C(=O)N2CCOCC2)C(c2ccc(Br)cc2)NC(=S)N1c1ccccc1 (configuration not stated)	i	i	i	-1	i	i	i	i	i	i	i
CC(C)(C)NC(=O)c1ccc2nsnc2c1	i	i	i	-7	i	i	i	i	i	i	i
CN1C(=O)c2cccc3c(N(C)C)ccc(c23)C1=O	19*	i	i	-8	i	i	i	i	i	i	i
COc1ccc(CNC(=O)C2CCN(C(=O)c3csc(Nc4ccc(C)cc4)n3)CC2)cc1	i	i	i	6	i	i	i	i	i	i	i
O=C(CN1CCN(Cc2ccccc2F)C1=O)NCc1cccnc1	i	i	i	-3	i	i	i	i	i	i	i
CCCNC(=O)CCc1c(C)nc2nc(-c3cc(OC)cc(OC)c3)nn2c1C	i	i	i	2	i	i	i	i	i	i	i
Cc1ccc(Oc2ncccc2/C=N/OCc2ccc(Cl)cc2Cl)cc1	i	i	i	0	i	i	7.3*	i	i	i	i
COc1ccc(-n2nnnc2SCC(=O)N2CCCc3ccccc32)cc1OC	i	i	i	-5	i	i	i	i	i	i	i
COC(=O)COc1nsnc1N1CCOCC1	i	i	i	-4	i	i	i	i	i	i	i
COC(=O)C1=C(C)N(Cc2ccccc2)C(=NCc2ccccc2)N[C@H]1c1cccc(F)c1	i	i	i	8	i	i	i	i	i	i	i
CCOC(=O)N1CCN(CC(O)COc2ccc(C)cc2C(C)(C)C)CC1 (configuration not stated)	i	i	i	0	i	i	i	i	i	i	i
COC(=O)C(O)(CC(=O)Nc1cccc(SC)c1)C(F)(F)F (configuration not stated)	i	i	i	-8	i	i	i	i	i	i	i
COc1cc(/C=C2/NC(=O)N(Cc3ccccc3F)C2=O)ccc1O	i	i	i	8	i	i	i	i	i	i	i
Cc1ccc(SCC(=O)OCC(=O)N(CC(C)C)c2c(N)n(Cc3ccccc3)c(=O)[nH]c2=O)cc1C	i	i	i	-1	i	i	i	i	i	i	i
CCOc1ccc(Nc2nc(NCCN3CCOCC3)nc(OC)n2)cc1	i	i	i	-7	i	i	i	i	i	i	100*
CN(CCO)C(=O)C1CCN(c2ncc(C(F)(F)F)cc2Cl)CC1	i	i	i	-6	i	i	i	i	i	i	i
COc1ccc2c(c1)c(C(=O)O)c(C)n2-c1ccccc1	i	i	i	5	i	i	i	i	i	i	i
